# High-throughput results from PubChem.
# HTR1E agonist: 5-HT1E (human) receptor agonism; P28566; CHO 5-HT1E Ga15 NFAT-bla reporter, FRET; 0% DMSO wells, 100% control agonist wells; activation, % at 6 µM; 65,000 compounds, 0.69% hits; AID 574;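 active = activation above a set limit, the screen-wide mean activation plus 3 SD, cut at about 8.5% in these data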;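 note: 100% = positive control agonist at 1 µM giving full maximal response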
# Fluor 339 460: intrinsic fluorescence of library compounds, ex339/em460 – biochemical, MLSMR library, data from DPM-DC assay, artefact control, profiling panel; compound autofluorescence, ex339/em460 nm, NADH buffer; hits give high values; 1 = no-compound wells, NADH background; fluorescence fold increase at 10 µM; 65,000 compounds, 5.5% hits;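 active = at 10 µM, mean starting fluorescence two-fold or more over control wells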;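 note: signal is the first read of a kinetic run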
# S1P1 ag pot: activates or potentiates agonism at human S1P1 receptor; P21453; S1P1 CRE-bla cells, forskolin, beta-lactamase FRET, potentiator mode; S1P1 agonist co-added at EC20, 2 nM; 100% = saturating reference agonist, 0% = basal; activation, % at 9.5 µM; 56,000 compounds, 0.57% hits; AID 449;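 active = activation above a cutoff set at the mean activation of all tested compounds plus 3 SD, cut at about 54% in these data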;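 note: forskolin at 4 µM as EC80 and the EC20 agonist is SEW2871; 100% = SEW2871 at its EC100 plus forskolin at EC80; some compounds past the cut are filed as inactive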
# 5HT1a antag: blocks the human serotonin 5-HT1a receptor; CHO 5-HT1a Ga15 NFAT-bla reporter, antagonist mode; inhibition, % at 10 µM; 62,000 compounds, 0.68% hits; AID 612;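 active = inhibition above the mean of all tested compounds plus 3 SD, cut at about 43% in these data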;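 note: receptor stimulated by 5-CT agonist at 100 nM near EC80; beta-lactamase reporter measured by ratiometric fluorescence of a cleavable substrate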
# Target sequence (P08908 whole entry, looked up): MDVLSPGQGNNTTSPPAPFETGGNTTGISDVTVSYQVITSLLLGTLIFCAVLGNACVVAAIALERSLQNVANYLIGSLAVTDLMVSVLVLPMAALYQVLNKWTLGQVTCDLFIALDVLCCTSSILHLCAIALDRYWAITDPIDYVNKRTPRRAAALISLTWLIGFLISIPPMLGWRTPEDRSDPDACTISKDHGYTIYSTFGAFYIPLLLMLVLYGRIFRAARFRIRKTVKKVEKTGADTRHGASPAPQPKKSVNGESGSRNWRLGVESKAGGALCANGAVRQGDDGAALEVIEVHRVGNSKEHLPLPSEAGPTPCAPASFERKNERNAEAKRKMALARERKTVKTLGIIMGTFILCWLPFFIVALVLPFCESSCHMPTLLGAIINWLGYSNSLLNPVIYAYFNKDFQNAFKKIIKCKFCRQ
# S1P3 ag: activates the human S1P3 receptor; S1P3 NFAT-BLA reporter cells, agonism, FRET ratio; relative to 1 µM S1P, basal subtracted; 60,000 compounds, 0.1% hits; Q99500; activation, % at 4.5 µM;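 active = activation above the screen-wide mean plus 3 SD, cut at about 4.5% in these data, passing the limit was not always enough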; note: some compounds called inactive have numbers as strong as hits
# Target sequence (Q99500 whole entry, looked up): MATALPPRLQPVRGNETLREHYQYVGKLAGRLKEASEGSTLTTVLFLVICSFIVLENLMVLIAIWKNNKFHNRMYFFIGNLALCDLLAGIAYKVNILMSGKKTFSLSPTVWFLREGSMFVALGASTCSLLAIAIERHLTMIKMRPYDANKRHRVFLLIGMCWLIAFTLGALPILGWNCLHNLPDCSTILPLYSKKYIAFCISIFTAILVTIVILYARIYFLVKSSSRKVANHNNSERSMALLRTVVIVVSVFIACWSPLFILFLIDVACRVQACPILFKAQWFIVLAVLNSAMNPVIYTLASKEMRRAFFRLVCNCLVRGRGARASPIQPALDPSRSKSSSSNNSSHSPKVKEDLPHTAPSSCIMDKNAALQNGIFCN
#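 Measure – % activation relative to 1 µM S1P (100%), per plate · System – stable CHO line with human S1P3, Gα16, NFAT-BLA reporter · Timing – cells plated overnight, compound 4 h 37 °C, substrate 2 h RT · Technique – fluorescent BLA substrate, ex 405 nm, em 460/535 nm ratio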
# 5HT1E antag: blocks the human 5-HT1E serotonin receptor | P28566 | CHO 5-HT1E Ga15 NFAT-bla reporter, FRET, antagonist | inhibition, % at 6 µM | 65,000 compounds, 0.99% hits;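 active = inhibition above a set limit, the mean inhibition across every tested compound plus 3 SD, cut at about 29% in these data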;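 note: signal is the 460 over 535 nm emission ratio of beta-lactamase substrate; 0% = agonist plus DMSO wells and 100% = wells without agonist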
# MMP-13 inhibitor: blocks human MMP13 activity; P45452; MMP-13 fTHP FRET cleavage, Mca fluorescence; inhibition, % at 4 µM; 65,000 compounds, 0.07% hits; AID 570;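 active = inhibition above the mean of compound-free control plate wells plus 3 SD, cut at about 14% in these data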;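 note: 0% = DMSO wells and 100% = wells with reference MMP-13 inhibitor after basal subtraction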
# Abs 340nm: compound absorbs light at 340 nm; AID 708; compound absorbance at 340 nm, fold over control; fold change at 10 µM; 65,000 tested, under 10 active;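 active = at 10 µM dose, initial 340 nm absorbance at least 2 fold that of control wells; inactive = change under 2 fold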;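 note: initial absorbance extrapolated from kinetic A340 decline of NADH oxidation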
# HER2 expr 66K: lowers expression of human Her2 kinase; 65,000 compounds, 0.69% hits; P04626; SKBR-3 HER2 protein level, AlphaScreen, 18-24 h; hits give low values; HER2 level % of control, % at 10 µM; AID 645;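 active = HER2 level under 5% of the carrier-only control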;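 note: 100% = DMSO carrier and 0% = 500 nM PU-H71 HSP90 inhibitor; lower value means stronger loss of Her2 protein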
# An asterisk follows results filed as active; nt = not tested or not shown; [ ] = remark or other dose.
# The first two records, ahead of the listing:
1. COc1ccc(CCNC(=O)CN2CCC(n3nnc4cc(F)ccc43)CC2)cc1OC
2. O=C(CCCN1C(=O)c2ccccc2C1=O)Nc1ccc(Br)cn1
Compound	1	2
HTR1E agonist	0.0	-0.9
Fluor 339 460	1.1	1.1
S1P1 ag pot	-20	-9
5HT1a antag	0	6
S1P3 ag	1.2	0.2
5HT1E antag	19	-1
MMP-13 inhibitor	-4	-1
Abs 340nm	0.98	1
HER2 expr 66K	107	95

# The list itself, previewed entries included:
1. COc1ccc(CCNC(=O)CN2CCC(n3nnc4cc(F)ccc43)CC2)cc1OC
2. O=C(CCCN1C(=O)c2ccccc2C1=O)Nc1ccc(Br)cn1
3. NS(=O)(=O)c1ccc(NC(=O)COC(=O)CCNC(=O)NC23CC4CC(CC(C4)C2)C3)cc1
4. CCOC(=O)c1ccc(OCc2nc(-c3cccs3)no2)cc1
5. Nc1ccccc1NC1=CC(=O)CC(c2ccco2)C1 (configuration not stated)
6. CCn1cc(CN(C)C(=O)CSc2nc(-c3ccco3)cc(C(F)(F)F)n2)c(C)n1
7. CCOC(=O)C1CCN(c2c(NCCCN3CCN(Cc4ccccc4)CC3)c(=O)c2=O)CC1
8. N#CC1=C(SCc2ccccc2)NC(=O)CC1c1cccc(O)c1 (configuration not stated)
Compound	1	2	3	4	5	6	7	8
HTR1E agonist	0.0	-0.9	-0.3	-0.8	-1.6	-1.5	1.0	-0.6
Fluor 339 460	1.1	1.1	1.1	1.1	1	1.1	1.1	1.1
S1P1 ag pot	-20	-9	nt	31	-1	11	4	16
5HT1a antag	0	6	2	8	14	8	4	8
S1P3 ag	1.2	0.2	nt	-0.8	-0.9	-0.8	-0.5	-1.6
5HT1E antag	19	-1	-16	-2	16	2	-10	26
MMP-13 inhibitor	-4	-1	6	2	6	3	4	3
Abs 340nm	0.98	1	1	1	1.1	1.2	1	1.1
HER2 expr 66K	107	95	58	42	99	89	137	116

9. CCOc1ccccc1OCc1nn2c(-c3ccc(C)cc3)nnc2s1
10. O=C(O)C1C2C=CC(C2)C1C(=O)NC1CCS(=O)(=O)C1 (configuration not stated)
11. COc1ccc(S(=O)(=O)Nc2cc(C)c(O)cc2C(C)C)cc1
12. O=C(c1cc2ccccc2o1)N1CCN=C1SCc1cccc(F)c1
13. O=C1c2ccccc2-c2nc3ncnn3c(-c3ccccc3Cl)c21
14. N#CCc1ccc(NS(=O)(=O)c2ccc(N3CCCC3=O)cc2)cc1
15. CCOC(=O)c1[nH]c(C)c(C(=O)Nc2cc(Cl)ccc2C)c1C
16. COc1cc(C(=O)NCC2CCCO2)ccc1OCc1c(C)noc1C (configuration not stated)
Compound	9	10	11	12	13	14	15	16
HTR1E agonist	-0.5	1.9	1.1	0.3	0.7	-0.5	0.0	-0.4
Fluor 339 460	1.1	1.1	1	1.1	1.1	1.1	1.1	1.1
S1P1 ag pot	nt	-23	21	-10	-25	-24	0	nt
5HT1a antag	5	-6	4	-9	-27	-9	32	2
S1P3 ag	-0.5	-0.9	-0.8	-0.3	0.2	-0.3	-0.8	nt
5HT1E antag	-2	-4	-4	12	20	4	44*	10
MMP-13 inhibitor	2	4	1	0	5	-1	2	9
Abs 340nm	1	0.98	1	1	1.1	1	0.98	1
HER2 expr 66K	89	87	80	69	91	103	82	221

# 3 entries out of the list above, sorted by the value under S1P3 ag, largest number first.
entry | molecule | S1P3 ag
9 | CCOc1ccccc1OCc1nn2c(-c3ccc(C)cc3)nnc2s1 | -0.5
4 | CCOC(=O)c1ccc(OCc2nc(-c3cccs3)no2)cc1 | -0.8
10 | O=C(O)C1C2C=CC(C2)C1C(=O)NC1CCS(=O)(=O)C1 (configuration not stated) | -0.9

# Compound profiles (already shown).
# COc1ccc(S(=O)(=O)Nc2cc(C)c(O)cc2C(C)C)cc1 reads HTR1E agonist: 1.1; Fluor 339 460: 1; S1P1 ag pot: 21; 5HT1a antag: 4; S1P3 ag: -0.8; 5HT1E antag: -4; MMP-13 inhibitor: 1; Abs 340nm: 1; HER2 expr 66K: 80
# O=C(O)C1C2C=CC(C2)C1C(=O)NC1CCS(=O)(=O)C1 (configuration not stated) reads HTR1E agonist: 1.9; Fluor 339 460: 1.1; S1P1 ag pot: -23; 5HT1a antag: -6; S1P3 ag: -0.9; 5HT1E antag: -4; MMP-13 inhibitor: 4; Abs 340nm: 0.98; HER2 expr 66K: 87
# O=C1c2ccccc2-c2nc3ncnn3c(-c3ccccc3Cl)c21 reads HTR1E agonist: 0.7; Fluor 339 460: 1.1; S1P1 ag pot: -25; 5HT1a antag: -27; S1P3 ag: 0.2; 5HT1E antag: 20; MMP-13 inhibitor: 5; Abs 340nm: 1.1; HER2 expr 66K: 91

# Next structures follow:
17. CN(CCc1ccccn1)S(=O)(=O)c1ccc(F)cc1
18. CN1CC2(C)CN(C(c3ccccc3)c3ccccc3)CC(C)(C1)C2O (configuration not stated)
19. COc1ccc(OC)c(NC(=O)c2cc3n(n2)C(C(F)(F)F)CC(c2ccc4c(c2)OCO4)N3)c1 (configuration not stated)
20. COc1cc(C)nc(OCCNC(=O)COc2ccc(Cl)cc2C)n1
21. CCCN1CCC(NC(=O)Nc2ccc(F)cc2F)CC1
22. Cc1cnc(C(=O)Nc2cccc3ncccc23)cn1
23. COc1ccc(OCC(=O)N2CCOCC2)cc1
24. CCOc1ccc(C(C)=O)cc1CN1C(=O)NC2(CCCCC2C)C1=O (configuration not stated)
Compound	17	18	19	20	21	22	23	24
HTR1E agonist	0.3	-0.9	0.2	0.6	-0.4	1.3	1.7	0.2
Fluor 339 460	1.1	1.1	1.3	1	1.1	1.1	1.1	1
S1P1 ag pot	-9	10	23	-8	-10	nt	-21	11
5HT1a antag	-14	nt	-2	-15	-12	-5	-15	5
S1P3 ag	-0.4	-3.9	-2.0	0.2	-0.5	nt	0.5	0.9
5HT1E antag	13	8	1	9	-3	1	-9	5
MMP-13 inhibitor	0	7	0	-1	7	-2	-11	-2
Abs 340nm	1.1	0.77	1	0.97	1.1	1.1	1	1
HER2 expr 66K	80	66	88	93	78	88	109	98

25. Cc1cccc(-n2nnnc2SC(C)C(=O)NCCC2=CCCCC2)c1 (configuration not stated)
26. Cc1[nH]c2ccccc2c1C1=CN2CCS(=O)(=O)N=C2S1
27. Cc1nn(CC(O)Cn2c3c(c4ccccc42)CCN(C)C3=O)c(C)c1Br (configuration not stated)
28. COc1ccc(C)cc1NC(=O)c1ccc(S(=O)(=O)N2CCOCC2)cc1
29. CCc1cccc(C)c1NC(=O)CN1C(=O)c2ccccc2S1(=O)=O
30. CCCS(=O)(=O)N1CCC(C(=O)N2CCc3ccccc3C2)CC1
31. COC(=O)C(NC(C)=O)(Nc1nc2ccc(S(C)(=O)=O)cc2s1)C(F)(F)F (configuration not stated)
32. N=c1c(S(=O)(=O)c2ccccc2)cc2c(=O)n3ccccc3nc2n1CCN1CCOCC1
Compound	25	26	27	28	29	30	31	32
HTR1E agonist	0.7	-0.2	-0.1	-0.9	0.1	-0.4	-1.2	1.0
Fluor 339 460	1.1	1.1	1.6	1	1.1	1.1	1.1	3.7*
S1P1 ag pot	nt	-8	-3	7	-5	-28	6	nt
5HT1a antag	-2	2	2	8	4	-6	nt	-4
S1P3 ag	nt	-0.5	-0.3	-0.3	-0.8	-0.1	-5.4	nt
5HT1E antag	-2	-1	-7	12	-8	-12	-6	-9
MMP-13 inhibitor	-4	-4	-18	-4	1	-6	0	-103[fluorescence artefact?]
Abs 340nm	1	0.99	1	1	1	1	1	1.1
HER2 expr 66K	100	144	118	81	83	109	81	92

33. COc1ccc2c(CC(=O)NCc3ccc4c(c3)OCO4)coc2c1
34. CCOC(=O)CCC(=O)OCC(=O)NC(C)C1CC2CCC1C2 (configuration not stated)
35. Cc1cc(C)n(CC(O)Cn2c3ccccc3c3ccccc32)c(=O)n1 (configuration not stated)
36. CC(C)Cn1c(=O)c2c(nc3n2CCCN3CCc2ccccc2)n(C)c1=O
37. COc1ccc(NC(=O)N2CCCCC2)cc1
38. N#CC(C#N)=c1ccc2c(c1)N1C3=C(CCCC3)CC3CCCCC31N=2 (configuration not stated)
39. COc1ccccc1-c1cc(C(=O)Nc2ccc(F)cc2F)no1
40. COc1ccc(CNC(=O)C(NS(=O)(=O)c2ccc3c(c2)CCCN3C(C)=O)C(C)C)cc1 (configuration not stated)
Compound	33	34	35	36	37	38	39	40
HTR1E agonist	-0.8	0.6	-0.4	1.0	-0.2	0.4	0.8	0.4
Fluor 339 460	1.1	1.1	1.1	1.1	1.1	1.2	2.1*	1.1
S1P1 ag pot	-13	-12	-3	3	nt	-16	-14	-10
5HT1a antag	0	2	1	4	-6	0	-3	-6
S1P3 ag	-0.7	-0.4	0.1	-1.3	-0.2	-0.7	-0.8	-0.4
5HT1E antag	-3	-1	-9	9	-9	3	10	0
MMP-13 inhibitor	1	8	0	8	-1	6	-10	3
Abs 340nm	1	1	1	1	1	1	1	1
HER2 expr 66K	112	99	47	87	106	-28*	86	82

41. Cn1cc(S(=O)(=O)Nc2ccc(Br)cc2F)c(=O)n(C)c1=O
42. COCCNC(=S)c1ccc(OC)cc1
43. COCCCNS(=O)(=O)c1ccc2c(c1)CCN2C(C)=O
44. COc1ccc(NC(=O)N2CCCC2C(=O)Nc2ccc(C)c(Cl)c2)cc1 (configuration not stated)
45. CCCCOc1ccccc1C1NC(=O)NC(C)=C1C(=O)OCCOCC (configuration not stated)
46. O=C(Nc1nc2ccccc2[nH]1)c1ccc(F)cc1
47. Cc1ccc(-c2cc3c(nn2)-c2ccccc2C3=O)cc1
48. O=C(NC1CCCCC1)C1CCN(c2cnccn2)CC1
Compound	41	42	43	44	45	46	47	48
HTR1E agonist	0.4	0.3	-1.8	-0.2	0.0	-2.4	-0.3	-0.1
Fluor 339 460	1.2	1	1	1	1.1	0.99	1	1.5
S1P1 ag pot	4	-26	nt	-5	-45	1	nt	-7
5HT1a antag	-3	-15	-9	-12	-9	3	23	-1
S1P3 ag	-0.8	0.1	nt	-0.7	-1.3	-1.3	0.9	0.9
5HT1E antag	5	-9	-1	-8	4	2	7	-5
MMP-13 inhibitor	5	-1	-6	-2	-1	1	5	5
Abs 340nm	1	1	1	0.99	1	1	1.1	1
HER2 expr 66K	107	nt	111	96	89	85	65	97

# Among those listed so far, 2 contain an aryl thioether with sulfur outside any ring:
6. CCn1cc(CN(C)C(=O)CSc2nc(-c3ccco3)cc(C(F)(F)F)n2)c(C)n1
25. Cc1cccc(-n2nnnc2SC(C)C(=O)NCCC2=CCCCC2)c1 (configuration not stated)
Compound	6	25
HTR1E agonist	-1.5	0.7
Fluor 339 460	1.1	1.1
S1P1 ag pot	11	nt
5HT1a antag	8	-2
S1P3 ag	-0.8	nt
5HT1E antag	2	-2
MMP-13 inhibitor	3	-4
Abs 340nm	1.2	1
HER2 expr 66K	89	100
